AmpC det inh = Promiscuous and Specific Inhibitors of AmpC Beta-Lactamase (assay with detergent). P00811. purified AmpC, nitrocefin hydrolysis with detergent. Potency, µM (series often up to 28.7 µM), inactives show at the highest dose activity change, negative = inhibition. 71,000 compounds, 0.09% hits. AID 584, 2007; active means well fitted curve in the direction sought with a large enough effect
Target sequence (P00811 whole entry, looked up): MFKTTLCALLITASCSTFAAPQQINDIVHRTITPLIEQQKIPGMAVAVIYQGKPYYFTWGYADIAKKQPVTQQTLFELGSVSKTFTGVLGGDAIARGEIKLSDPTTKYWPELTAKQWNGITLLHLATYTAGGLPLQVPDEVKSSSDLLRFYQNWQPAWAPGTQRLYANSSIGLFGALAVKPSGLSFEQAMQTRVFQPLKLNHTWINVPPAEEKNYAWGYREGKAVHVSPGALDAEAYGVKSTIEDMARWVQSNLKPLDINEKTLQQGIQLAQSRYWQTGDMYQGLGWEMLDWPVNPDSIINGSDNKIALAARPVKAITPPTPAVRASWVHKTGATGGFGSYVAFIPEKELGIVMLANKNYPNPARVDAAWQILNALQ
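E. coli AmpC (5.3 nM) in 20 mM phosphate pH 7.0 with 0.01% Triton X-100, preincubated 15 min RT with compound; nitrocefin (2 uL of 800 uM stock) hydrolysis followed by 480 nm absorbance every 20 s over 4 min.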
The depositor's hits bear a star. On the % scale 0 is the no-effect control and ±100 the full control effect; potency means the concentration at half of the fitted maximal effect. A portion of the library; rates above refer to the full screens.

Results for COc1cc2c(cc1OC)C(=NCCC(=O)O)NC(C)(C)C2 ?
AmpC det inh: 6%

What do the screens show for `Cc1cc(C)c(C#N)c(SCC(O)CS(=O)(=O)Cc2ccccc2)n1` (configuration not stated)?
AmpC det inh: -3%

Results for CCc1nc(NCC2CCCO2)c2oc3ccccc3c2n1 (configuration not stated) ?
AmpC det inh: -2%

Results for COc1ccc(OC)c(C(c2nnnn2Cc2ccccc2)N2CCN(C3CCCCC3)CC2)c1 (configuration not stated) ?
AmpC det inh: 1%

Results for CNC(=O)CSc1nnc(-c2cc(C)cc(C)c2)o1 ?
AmpC det inh: 17%

What do the screens show for `CCn1c(=O)cc(OCC(=O)NCc2ccco2)c2ccccc21`?
AmpC det inh: 2%

What do the screens show for `Cc1[nH]c2ccccc2c1SCC(=O)N1CCOCC1`?
AmpC det inh: 7%

Results for c1ccc2c(-c3nc4ncccc4o3)cccc2c1 ?
AmpC det inh: -6%

Results for CCN1C[C@@]2(C)CC[C@H](O)[C@@]34[C@@H]5C[C@H]6[C@H](O)[C@@H]5[C@](O)(C[C@@H]6OC)[C@H](C[C@@H]23)[C@H]14 ?
AmpC det inh: -1%

How did Cc1cc(C(=O)CSc2n[nH]c(N)n2)c(C)n1-c1cc(F)ccc1F do in these assays?
AmpC det inh: -3%

What do the screens show for `CC1(C)Oc2ccc3ccc(=O)oc3c2/C(=C/Nc2ccccn2)C1=O`?
AmpC det inh: 9%

What do the screens show for `COC(=O)c1nc(C(=O)OC)c(C(=O)OC)nc1C(=O)OC`?
AmpC det inh: -2%

How did Cn1c(=O)c2c(nc(CN3CCN(c4ccc(F)cc4)CC3)n2CCN2CCOCC2)n(C)c1=O do in these assays?
AmpC det inh: 0%

What do the screens show for `Cc1cnc(NC(=O)CSc2nnc(-c3ccccc3)n2Cc2ccccc2)s1`?
AmpC det inh: 5%

How did O=C(Nc1ccc(CCC(=O)N2CCCC2)cc1)c1ncn[nH]1 do in these assays?
AmpC det inh: 11%

How did COc1ccc(CCNS(=O)(=O)c2ccc3c(c2)OCCO3)cc1OC do in these assays?
AmpC det inh: 3%

How did Cc1csc(SC(C)C(=O)Nc2ccc(S(=O)(=O)N3CCCC3)cc2)n1 (configuration not stated) do in these assays?
AmpC det inh: 12%

Results for O=C(OCc1nc2ccccc2s1)c1cccc(S(=O)(=O)N2CCOCC2)c1 ?
AmpC det inh: -3%

Results for CCn1c2c(c3ccc(OC)cc31)CCCC2=O ?
AmpC det inh: -4%

Results for CCOC(=O)c1sc(NC(=O)c2ccc(S(=O)(=O)N3CCOCC3)cc2)cc1C ?
AmpC det inh: 1%

What do the screens show for `CCOC(=O)CC12CN3CN(C1)CC(CC(=O)OCC)(C3)C2=O`?
AmpC det inh: 15%

How did CSc1nnc(-c2sc3cc(Cl)ccc3c2Cl)n1C do in these assays?
AmpC det inh: -7%

Results for CN(Cc1ccccc1)Cc1nc2c(c(=O)n(C)c(=O)n2C)n1CCc1ccccc1 ?
AmpC det inh: 1%

What do the screens show for `COc1ccc2c(=O)c3c(=O)n(Cc4ccco4)c(-c4ccc(C)cc4)nc3oc2c1`?
AmpC det inh: -3%

What do the screens show for `CCOC(=O)c1ccccc1NC(=O)CC1SC(=NC)N(C)C1=O` (configuration not stated)?
AmpC det inh: -3%

Results for CS(=O)(=O)N(CC(=O)NCc1ccncc1)c1cc(Cl)cc(Cl)c1 ?
AmpC det inh: 2%

What do the screens show for `CCCn1c(SCC(=O)N2CCc3ccccc32)nnc1-c1ccco1`?
AmpC det inh: 11%

Results for Cc1nn(-c2ccccc2)c(C)c1C(=O)OCC(=O)NC(=O)NC1CCCCC1 ?
AmpC det inh: -3%

Results for CC(=O)Nc1ccc(S(=O)(=O)N(CC(=O)O)Cc2ccccc2)cc1 ?
AmpC det inh: 7%

How did CCC(=O)Nc1c(C#N)c2nc3ccccc3nc2n1-c1ccc(C)cc1 do in these assays?
AmpC det inh: -3%

Results for CCOCCCNC(=O)CCNS(=O)(=O)c1ccc(C)cc1 ?
AmpC det inh: 0%

What do the screens show for `CCOC(=O)COc1ccc2c(c1)C(=O)CC(C)(C)O2`?
AmpC det inh: -1%

What do the screens show for `COC(=O)c1cc2c(C)nn(-c3ccccc3)c2s1`?
AmpC det inh: -2%

What do the screens show for `CCOC(=O)COc1ccc2nsnc2c1Cl`?
AmpC det inh: 6%

What do the screens show for `CN(Cc1ccco1)c1ccnc(-c2ccccc2C(F)(F)F)n1`?
AmpC det inh: 12%

Results for O=C(O)c1cccc(Cn2cccn2)c1 ?
AmpC det inh: 2%

Results for COC(=O)c1ccccc1NC(=O)CCNC(=O)Cn1cnc2ccccc2c1=O ?
AmpC det inh: -3%

What do the screens show for `Cc1cc(NC(=O)CSc2nc(-c3ccc(F)cc3)cs2)no1`?
AmpC det inh: -3%

What do the screens show for `CCOc1ccc(NCC2CCOC(C)(C)C2)cc1` (configuration not stated)?
AmpC det inh: -3%

Results for CC(C)(C)NC(=O)CSc1nncn1NCc1ccccc1 ?
AmpC det inh: -1%

Results for COc1ccccc1-c1c(C)nn2c(N3CCC4(CC3)OCCO4)cc(C)nc12 ?
AmpC det inh: -9%

Results for Cc1cc(=O)oc(C)c1C(=O)NCCCN1CCN(c2ccccc2F)CC1 ?
AmpC det inh: 0%

What do the screens show for `Oc1ccccc1NCC(O)Cn1ccc2ccccc21` (configuration not stated)?
AmpC det inh: -2%

What do the screens show for `COc1ccc(NC2CC(=O)N(c3ccccc3)C2=O)cc1` (configuration not stated)?
AmpC det inh: 2%

How did CCn1c2ccccc2c2nnc(SCCCn3c(=O)[nH]c4ccccc43)nc21 do in these assays?
AmpC det inh: -2%

Results for COc1cc2c(C(=O)N3CCN(Cc4ccc5c(c4)OCO5)CC3)cn(C)c(=O)c2cc1OC ?
AmpC det inh: 8%

What do the screens show for `COc1ccc(CNC(=O)c2cnc3scc(C)n3c2=O)cc1`?
AmpC det inh: 10%

How did O=C(CCc1n[nH]c(=O)[nH]c1=O)N1CCCCC1 do in these assays?
AmpC det inh: 7%

How did CCOC(=O)c1cc(-c2ccc3c(c2)OCO3)nc2onc(C)c12 do in these assays?
AmpC det inh: 14%

What do the screens show for `O=C(c1cc(-c2ccccc2)nc2ccccc12)N1CCOCC1`?
AmpC det inh: -6%

Results for O=C(Nc1ccccc1C(=O)NC1CCCC1)NC1CCCC1 ?
AmpC det inh: 4%

Results for O=C(CCNC(=O)c1ccc(Br)o1)NCc1ccccn1 ?
AmpC det inh: 15%

How did CC1(C)CC(=O)N(CC(=O)O)c2ccccc2S1(=O)=O do in these assays?
AmpC det inh: 9%

How did Cc1ccc2nc(SCC(=O)O)nc(C)c2c1 do in these assays?
AmpC det inh: 0%

What do the screens show for `Cc1cccn2c(=O)c3cc(C(=O)N4COCC4(C)C)n(C)c3nc12`?
AmpC det inh: 0%

What do the screens show for `NC(=O)c1oc2ccccc2c1NC(=O)CN1CCCCC1`?
AmpC det inh: 0%

What do the screens show for `O=C(c1ccncc1)N(Cc1ccccc1)Cc1nc2ccccc2c(=O)[nH]1`?
AmpC det inh: -4%

What do the screens show for `COC(=O)Nc1nn(Cc2ccccc2F)cc1Br`?
AmpC det inh: -3%

Results for O=C(OCN1C(=O)c2ccccc2C1=O)c1ccco1 ?
AmpC det inh: -4%

What do the screens show for `Cc1c(NC(=O)NCCN2C(=O)C3C4C=CC(C4)C3C2=O)c(=O)n(-c2ccccc2)n1C` (configuration not stated)?
AmpC det inh: 16%

Results for COC(=O)CC1SC(=O)NC1=Nc1ccccc1 (configuration not stated) ?
AmpC det inh: 7%

How did NC(=O)Cn1c(=O)oc2ccccc21 do in these assays?
AmpC det inh: 10%

How did O=C(CCCNS(=O)(=O)c1cccs1)N1CCN(c2cccc(Cl)c2)CC1 do in these assays?
AmpC det inh: -2%

How did CCCC(=O)N(c1ccc2oc(=O)sc2c1)S(=O)(=O)c1cccs1 do in these assays?
AmpC det inh: -3%

How did O=C1CSC2(CCCCC2)N1CCO do in these assays?
AmpC det inh: -7%

How did COC(=O)CN(c1ccc(OC)cc1)S(=O)(=O)c1c(C)noc1C do in these assays?
AmpC det inh: 12%

Results for COC(=O)c1ccc(NC2=CC(=O)CC(C)(C)C2)cc1 ?
AmpC det inh: 14%

How did COC(=O)c1cccc(Oc2nc3c(c(=O)n(C)c(=O)n3C)n2C(C)C)c1 do in these assays?
AmpC det inh: 10%

Results for CCOC(=O)NC(=O)CSc1nnnn1-c1ccc(C)cc1 ?
AmpC det inh: -6%

Results for COc1ccc(-c2cc(C(=O)N3CCOCC3)no2)cc1OC ?
AmpC det inh: -6%

Results for Cc1ccc(NC(=O)c2cccc(N3C(=O)CCC3=O)c2)nc1 ?
AmpC det inh: -4%

Results for CCn1c(COc2cccc3cccnc23)nnc1SCC(=O)O ?
AmpC det inh: 13%

How did COCCn1c(=O)c2c(nc3n2CCN3c2ccc(C)cc2)n(C)c1=O do in these assays?
AmpC det inh: -3%

Results for CCC(c1nnc(SCC(=O)Nc2ccc(C(=O)Nc3ccccc3OC)cc2)o1)N(C)C (configuration not stated) ?
AmpC det inh: 4%

How did CC(C)OCCCNC(=O)c1cc2c(=O)n(C)c3ccccc3c2n1C do in these assays?
AmpC det inh: 14%

How did CN1CCN(S(=O)(=O)c2ccc(NC(=O)Cc3cccs3)cc2)CC1 do in these assays?
AmpC det inh: -2%

Results for CC(=O)N1[C@H](C)C=C[C@]1(Cc1ccccc1)C(=O)NCc1cc(F)cc(C(F)(F)F)c1 ?
AmpC det inh: 6%

How did CC1CCN(C(=O)C(NS(=O)(=O)c2cccc3nsnc23)c2ccccc2)CC1 (configuration not stated) do in these assays?
AmpC det inh: -2%

Results for Cc1ccccc1C(=O)NCCN=C1NS(=O)(=O)c2ccccc21 ?
AmpC det inh: 7%

What do the screens show for `CCCN1CCN(C(=O)Cn2ncc3ccccc32)CC1`?
AmpC det inh: 9%

How did CC(=O)Oc1cc(OC(C)=O)c2c(C)cc(=O)oc2c1 do in these assays?
AmpC det inh: 3%

How did CC(C)Oc1ccc(CSc2nnc3n(C)c(=O)c4c5c(sc4n23)CCCC5)cc1 do in these assays?
AmpC det inh: -1%

What do the screens show for `CCOC(=O)c1[nH]c(C)c(/C(O)=C2\C(=O)C(=O)N(CCCN(C)C)C2c2cccnc2)c1C` (configuration not stated)?
AmpC det inh: 1%

How did COc1ccc(CC(=O)Nc2ccc(-c3noc(-c4cccc(OC)c4)n3)cc2)cc1 do in these assays?
AmpC det inh: 0%

How did c1coc(-c2nn3c(Cn4nnc5ccccc54)nnc3s2)c1 do in these assays?
AmpC det inh: -2%

How did CCC(C)C(=O)Nc1c2c(nc3c1CCC3)CCCC2 (configuration not stated) do in these assays?
AmpC det inh: 0%

How did O=C(COC(=O)c1ccc[nH]c1=O)c1ccc(Cl)s1 do in these assays?
AmpC det inh: 10%

How did COc1ccc2nc(SCc3nc(N)nc(Nc4ccccc4)n3)[nH]c2c1 do in these assays?
AmpC det inh: -2%

How did CCOC(=O)N1CCN(C(=O)Cc2ccc(-n3c(=O)[nH]c4ccccc4c3=O)cc2)CC1 do in these assays?
AmpC det inh: 2%

Results for COCCNC(=O)C(c1ccc(C)o1)N(Cc1ccc(OC)cc1)C(=O)Cn1nnc2ccccc21 (configuration not stated) ?
AmpC det inh: 9%

What do the screens show for `COc1ncc2nc(-c3ccc(Cl)cc3)c(=O)n(-c3ccccc3)c2n1`?
AmpC det inh: 0%

What do the screens show for `CC1=CC(=O)C2=C(C)CC(O)C3C(C)C(=O)OC3C12` (configuration not stated)?
AmpC det inh: -1%

How did O=C(C1CCN(S(=O)(=O)Cc2ccccc2)CC1)N1CCN(c2ncccn2)CC1 do in these assays?
AmpC det inh: -3%

What do the screens show for `O=C(Nc1ccccc1)N(CCN1CCOCC1)Cc1cccc(Cl)c1`?
AmpC det inh: -2%

Results for Cc1ccc(-c2noc(C3CCN(S(C)(=O)=O)CC3)n2)o1 ?
AmpC det inh: 6%

How did CCCOc1ccc(C2c3c(oc4ccccc4c3=O)C(=O)N2CCN(CC)CC)cc1OC (configuration not stated) do in these assays?
AmpC det inh: -3%

What do the screens show for `O=C(CN1C(=O)C2(OCCO2)c2ccccc21)c1ccc(F)cc1`?
AmpC det inh: -1%

What do the screens show for `Cc1nn(CC(=O)NCC2CCCO2)c(=O)c2ccccc12` (configuration not stated)?
AmpC det inh: -1%

What do the screens show for `Cc1cccc(-c2noc(CCC(=O)NCc3ccccc3)n2)c1`?
AmpC det inh: -4%

What do the screens show for `Cc1occc1-c1nc(-c2ccncc2)no1`?
AmpC det inh: -5%

How did Cc1cc(C)c(C)c(OCC(=O)NCCN(C)C)c1 do in these assays?
AmpC det inh: 6%

Entries listed so far that have a furan ring, fused or not:
Results for CCc1nc(NCC2CCCO2)c2oc3ccccc3c2n1 (configuration not stated) ?
AmpC det inh: -2%

What do the screens show for `CCn1c(=O)cc(OCC(=O)NCc2ccco2)c2ccccc21`?
AmpC det inh: 2%

What do the screens show for `COc1ccc2c(=O)c3c(=O)n(Cc4ccco4)c(-c4ccc(C)cc4)nc3oc2c1`?
AmpC det inh: -3%

What do the screens show for `CCCn1c(SCC(=O)N2CCc3ccccc32)nnc1-c1ccco1`?
AmpC det inh: 11%

What do the screens show for `CN(Cc1ccco1)c1ccnc(-c2ccccc2C(F)(F)F)n1`?
AmpC det inh: 12%

Results for O=C(CCNC(=O)c1ccc(Br)o1)NCc1ccccn1 ?
AmpC det inh: 15%

What do the screens show for `NC(=O)c1oc2ccccc2c1NC(=O)CN1CCCCC1`?
AmpC det inh: 0%

Results for O=C(OCN1C(=O)c2ccccc2C1=O)c1ccco1 ?
AmpC det inh: -4%

How did c1coc(-c2nn3c(Cn4nnc5ccccc54)nnc3s2)c1 do in these assays?
AmpC det inh: -2%

Results for COCCNC(=O)C(c1ccc(C)o1)N(Cc1ccc(OC)cc1)C(=O)Cn1nnc2ccccc21 (configuration not stated) ?
AmpC det inh: 9%

Results for Cc1ccc(-c2noc(C3CCN(S(C)(=O)=O)CC3)n2)o1 ?
AmpC det inh: 6%

What do the screens show for `Cc1occc1-c1nc(-c2ccncc2)no1`?
AmpC det inh: -5%
